# TRPV1 ag: activates the human vanilloid receptor TRPV1. TRPV1-expressing cells, Fluo-8 calcium influx, agonist mode. activation, % at 8.33 µM. hit rate 0.19% among 320,000; in the data active = activation above about 80%; inconclusive = between about 30% and that limit; note: 0% is about no effect
#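 TRPV1-expressing cells were cultured overnight at 35.5C and loaded with Fluo-8 calcium dye for 40 to 90 min at room temperature. After a 10 s baseline, compound was added and calcium influx was read kinetically for 3 min (ex 480/em 520 nm).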
# BRCA1 expr up: BRCA1 expression activation. hit rate 1.1% among 380,000. Potency, µM (top dose mostly 46.1 µM), without a hit: at the top dose activation, hits mostly activators. AID 624202. MCF7-BRCA1-FFLuc reporter, luminescence, 48 h; response scale: scaled: vehicle 0%, 10 µM genistein 100%; note: potency is the fitted concentration of half-maximal effect; nearly all actives have a fitted effect of over 80% in size; some results filed as inactive show a strong effect at the top dose
#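 Luminescence from a BRCA1-driven firefly luciferase in MCF7 cells was the read-out, taken 15 min after substrate addition following 48 h compound exposure at 37 °C. Data were normalized to a 10 microM genistein control and DMSO vehicle.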
# ELG1 DNA repair: ELG1-dependent DNA repair inhibition | hit rate 2.3% among 330,000 | AID 504467 | Potency, µM (doses to about 46.1 µM), inactives show at the top dose activity change, negative = inhibition, hits mostly inhibitors | HEK293T ELG1-luciferase reporter, luminescence, 16 h; DNA damage induced by 5-fluorouridine; note: potency is the fitted concentration of half-maximal effect; % is set by controls: 0 for no effect and ±100 for the full control effect; nearly all actives have a fitted effect of over 55% in size
#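 HEK293T cells expressing luciferase-tagged ELG1 (2,000/well) received 5-Fluorouridine plus compound or DMSO for 16 hr at 37 °C. Luciferase was read by ONE-Glo luminescence after 30 min at room temperature.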
# A-T KAP1 phos: potential ataxia-telangiectasia treatments restoring KAP-1 phosphorylation; […] A-T fibroblasts, KAP-1 phosphorylation AlphaLISA; neocarzinostatin DNA damage 30 min before lysis; Potency, µM (series often up to 57.5 µM), without a hit: at the top dose activation, actives largely listed as activators; hit rate 0.19% among 320,000; note: potency is the fitted concentration of half-maximal effect; % of control where 0% means no effect; nearly all actives have a fitted effect of over 45% in size
#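 ATM-like activity read as KAP-1 phosphorylation via AlphaLISA donor/acceptor antibody pairs after lysis and 6 hr at 25C. Cells were ATM-null patient fibroblasts ([…], hTERT), dosed 60 min, then exposed to the DSB inducer NCS for 30 min.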
# PTAP TSG101 blk: blocks PTAP/TSG101 interaction to inhibit HIV-1 budding; Q99816; 340,000 tested, under 10 active; Fluorescence polarization, FITC-PTAP peptide / Tsg101 binding; AID 493005; Potency, µM (series often up to 115 µM), without a hit: at the highest dose activity change, negative = inhibition, most hits filed as inhibitors; active = well fitted inhibition curve with a large enough effect in the main read-out, with a control signal flat, not every such curve was filed as active; inconclusive = small, poorly fitted or top-dose-only effect, or effect the other way, or a change in a side signal; inactive = no such curve, though single readings can be large or run the other way; note: potency is the fitted concentration of half-maximal effect; % of control where 0% means no effect
# Target sequence (Q99816 whole entry, looked up): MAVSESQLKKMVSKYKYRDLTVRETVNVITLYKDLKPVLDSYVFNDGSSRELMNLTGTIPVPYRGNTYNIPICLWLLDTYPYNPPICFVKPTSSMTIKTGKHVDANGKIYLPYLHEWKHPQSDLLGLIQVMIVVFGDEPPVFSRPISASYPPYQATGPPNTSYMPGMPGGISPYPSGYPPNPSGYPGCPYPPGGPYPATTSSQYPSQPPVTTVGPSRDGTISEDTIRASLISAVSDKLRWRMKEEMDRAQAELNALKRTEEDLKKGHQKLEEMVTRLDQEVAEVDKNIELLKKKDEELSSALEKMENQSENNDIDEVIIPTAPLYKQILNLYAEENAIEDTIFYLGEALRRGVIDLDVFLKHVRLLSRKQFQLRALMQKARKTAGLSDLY
#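 Steps: Tsg101 binding domain dispensed (10 uM final), compounds pinned in DMSO, FITC-labeled PTAP-motif peptide added (50 nM final); after 20 min binding at room temperature, polarization measured.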
# a7 integrin act: integrin-mediated muscular dystrophy alleviation activation. alpha7betagal myoblasts, beta-gal FDG fluorescence, 48 h. Potency, µM (highest dose often 38.3 µM), without a hit: at the highest dose activation, most hits filed as activators. hit rate 0.064% among 350,000;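 note: potency is the fitted concentration of half-maximal effect; 100% = response of the positive control SU9516; nearly all actives have a fitted effect of over 60% in size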
#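 Alpha7betagal+/- myoblasts (passage 13) were plated 16-24 hr, then exposed to compounds (1:260 dilution of DMSO stock) for 48 hours at 37C. After MPER lysis, β-galactosidase reporter activity was read as FDG fluorescence (ex 480/em 540) after 30 minutes.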
# B2AR arrestin: agonists driving beta-arrestin recruitment to human beta2-adrenergic receptor | P07550 | beta-arrestin recruitment to beta2AR, cell-based reporter | Potency, µM (top dose mostly 46.1 µM), inactives show top-dose activation, usual class: activators | hit rate 0.02% among 330,000 | AID 492947;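 note: potency is the fitted concentration of half-maximal effect; 0% = DMSO controls and full agonism = EC100 isoproterenol or metaproterenol; nearly all actives have a fitted effect of over 65% in size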
# Target sequence (P07550 whole entry, looked up): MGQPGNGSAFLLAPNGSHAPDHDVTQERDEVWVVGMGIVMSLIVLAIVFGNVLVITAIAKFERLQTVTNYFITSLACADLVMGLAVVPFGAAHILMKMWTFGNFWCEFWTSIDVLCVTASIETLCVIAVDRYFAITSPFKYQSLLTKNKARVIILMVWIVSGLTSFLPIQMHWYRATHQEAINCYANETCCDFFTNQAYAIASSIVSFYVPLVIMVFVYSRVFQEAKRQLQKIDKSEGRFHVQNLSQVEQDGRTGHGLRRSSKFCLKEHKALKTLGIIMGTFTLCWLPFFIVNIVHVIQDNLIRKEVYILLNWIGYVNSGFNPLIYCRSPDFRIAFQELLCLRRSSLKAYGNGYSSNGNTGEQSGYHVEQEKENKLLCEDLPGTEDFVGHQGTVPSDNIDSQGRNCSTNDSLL
# CXXC DNA block: MLL CXXC-DNA interaction inhibition | Q03164 | MLL-CXXC / FITC-HOXA9 DNA fluorescence polarization | Potency, µM (titrated, usually from 115 µM), for the others: top-dose activity change, negative = inhibition, actives largely listed as inhibitors | hit rate 0.037% among 290,000 | AID 2662; active = well fitted inhibition curve with a large enough effect in the polarisation, with a control signal flat, not every such curve was filed as active; inconclusive = small, poorly fitted or top-dose-only effect, or effect the other way, or a change in a side signal; inactive = no such curve, though single readings can be large or run the other way; the % refers to the polarisation; note: potency is the fitted concentration of half-maximal effect
#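 Purified MLL-CXXC (added from a 7 uM solution) was preincubated 5 min at ambient with pinned compounds in 50 mM Tris-HCl pH 7.5, 50 mM NaCl, 1 mM DTT, 0.05% BSA. Fluorescein-labeled HOX-A9 DNA (50 nM solution) followed, 30 min, then polarization read.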
# p53 reactivation: mutant p53 re-activation in reporter cells. H1299 p53-A138V BP100-luciferase reporter, luminescence, 24 h. Potency, µM (titrated, usually from 92.2 µM), inactives show top-dose activity change, positive = activation, hits mostly activators. hit rate 0.063% among 320,000. AID 504706; note: potency is the fitted concentration of half-maximal effect; % of control where 0% means no effect; nearly all actives have a fitted effect of over 45% in size
#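 p53-null H1299 cells stably carrying temperature-sensitive p53-A138V and a BP100-luciferase reporter were pinned with compounds (4-point, 1:5 series) and held 24 hrs at 37 deg C. Luminescence was read 10 min after detection reagent.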
# TCR activator: activators of T cell receptors; primary human leukocytes, anti-CD3, IL-2 HTRF, 48 h; Potency, µM (titrated, usually from 9.22 µM), for inactives: top-dose activation of IL-2 secretion, most hits filed as activators; 330,000 tested, under 10 active; note: % of control where 0% means no effect
#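 Human primary leukocytes + a-CD3 beads + cpd, 48 hr; IL-2 in supernatant by HTRF (ex 320nm / em 665nm). No co-stimulatory signal supplied.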
# Numbers without * were called inactive; ? = inconclusive; · = no result given; [ ] = remark or other dose. Unless noted, calls come from the whole dose curve; as a rule, active = well fitted curve in the direction sought with a large enough effect; inconclusive = small, poorly fitted or top-dose-only effect, or another doubt; inactive = no such curve, though single readings can be large; an effect the other way counts as inactive or inconclusive.
SMILES,TRPV1 ag,BRCA1 expr up,ELG1 DNA repair,A-T KAP1 phos,PTAP TSG101 blk,a7 integrin act,B2AR arrestin,CXXC DNA block,p53 reactivation,TCR activator
CCN(CC)S(=O)(=O)c1ccc(N2CCCC2)c(NS(=O)(=O)c2ccc(OC)cc2)c1,13,-29%,-4%,0%,0%,-14%,-0.3%,-3%,-3%,1%[46.1 µM]
Cc1cccc(S(=O)(=O)N2CCn3cccc3C2C)c1 (stereo unspecified),4,-6%,0%,-2%,-5%,-14%,0.0%,·,1%,-6%
COc1ccc(NC(=S)NCCc2c[nH]c3ccccc23)cc1,4,20%,-15%,-1%,0%,-19%,4.8%,4%,10%,7%[46.1 µM]
COC(=O)c1sc(-c2ccccc2)cc1NC(=O)c1ccc(F)cc1,0,-33%,4%,0%,0%,29%,-0.1%,6%,-6%,0%[46.1 µM]
CC(=O)Nc1ccc(C(=O)OCC(=O)N2CC3(C)CC2CC(C)(C)C3)cc1 (stereo unspecified),·,-14%,1%,-7%,-4%,?,-0.3%,·,-4%,-5%[46.1 µM]
O=C(CCN1N=C(c2ccccc2)CCC1=O)NCCCN1CCOCC1,-1,19%,27%,5%,-2%,-10%,0.0%,2%,6%,-1%
CCOC(=O)c1[nH]c2ccc(Br)cc2c1NC(=O)CCN1CCC(C(=O)OCC)CC1,?,-23%,?,2%,-1%,-44%,-0.2%,-5%,-18%,2%
CCN(CC)c1ccc(C(=O)c2cnc(/N=C/N(C)C)s2)cc1,20,22%,19%,-4%,0%,-3%,-0.2%,26%,11%,-1%
CN(C)CCn1c2c(c(SCC(=O)Nc3cccc4ccccc34)nc1=O)CCC2,-3,-21%,-1%,1%,-3%,-4%,0.2%,·,-3%,4%
CCN(CC)C(=O)CC(c1ccc(F)cc1)c1ccc(OC(C)C)cc1 (stereo unspecified),29,·,-10%,-4%,·,·,4.7%,0%,5%,1%[46.1 µM]
Nc1ccc(OCc2ccccc2)cc1,1,?,?,-5%,3%,-14%,-0.1%,1%,17%,-4%[46.1 µM]
CC(NCC(=O)Nc1ccccc1C(=O)NC1CC1)c1ccc(F)cc1F (stereo unspecified),5,-10%,-10%,4%,-1%,-3%,0.3%,·,-14%,2%
C/C(=N/NC(=O)CNC(=O)c1ccccn1)c1cccc([N+](=O)[O-])c1,-1,2%,-1%,4%,-1%,?,0.3%,-4%,-2%,-2%
COc1cc(C(=O)Nc2nc3ccc4nc(C)sc4c3s2)cc(OC)c1OC,-3,10%,14%,10%,-6%,-20%,-0.2%,1%,-1%,-3%
COc1ccc(C(CC(=O)Nc2cc(C)ccn2)N2Cc3ccccc3C2=O)cc1 (stereo unspecified),0,-6%,-17%,1%,-3%,-22%,-0.8%,4%,-4%,-2%
COc1cc(OC)c(OC)cc1CN1CCN(Cc2ccc(C(F)(F)F)cc2)CC1,5,-50%,?,-4%,-8%,-32%,0.2%,-4%,·,0%
Cc1cccc(C(=O)NCC(=O)OCC(=O)N2CCCCC2)c1,4,-1%,0%,2%,0%,27%,0.1%,-7%,4%,-6%
CON(C)C(=O)/C=C/CCCCNC(=O)OC(C)(C)C,·,3%,?,-5%,-10%,14%,-1.0%,·,4%,-3%
COc1cc2cc(CN(Cc3cccnc3)C(=O)Nc3ccccc3)c(=O)[nH]c2cc1OC,2,-5%,7.3µM*,0%,-2%,3%,-0.8%,-2%,-2%,-1%
O=C(CSc1nnc(NC(=O)c2ccc(F)cc2)s1)NC1CCCC1,-3,?,?,5%,-12%,6%,-0.5%,2%,?,5%
O=C(CSc1nnnn1Cc1ccccc1)NCCc1ccccc1,-1,-7%,-6%,12%,-8%,0%,-0.4%,-4%,21%,-5%
CC(NC(=O)c1cccs1)C(=O)NC1=NCCS1 (stereo unspecified),-2,25%,16%,-4%,-2%,18%,0.0%,9%,11%,-2%
COc1ccc(C2=NN(CC(=O)NCC(OC)OC)C(=O)CC2)cc1,-1,1%,11%,-8%,-14%,-20%,0.2%,4%,13%,1%
CC(NC(=O)C1CCN(C(=O)[C@@H]2Cc3ccccc3CN2C(=O)OC(C)(C)C)CC1)c1ccccc1 (stereo partly specified),20,-1%,4%,10%,2%,-6%,0.2%,-16%,3%,-5%
CC(=O)N1CCN(C(=O)c2ccc(NS(=O)(=O)c3ccc4c(c3)OCCO4)cc2)CC1,0,0%,-4%,0%,-6%,-20%,-0.3%,·,2%,14%
Cc1ccc(C(=O)C(=S)N2CCOCC2)cc1,1,0%,-1%,-10%,-3%,43%,-0.2%,9%,8%,-8%[46.1 µM]
CC(=O)Nc1cccc(-c2nnc(-c3ccccc3)o2)c1,4,6.3µM*,?,7%,-5%,5%,-0.3%,-5%,?,-1%
Cc1cc(CCCCCCCCc2cc(C)cc(=O)o2)oc(=O)c1,?,-31%,-8%,-1%,0%,-15%,-0.5%,8%,-7%,-3%[46.1 µM]
COc1cc(C(=O)NCCC(C)C)c([N+](=O)[O-])cc1OC,-1,0%,7%,-4%,-4%,4%,-1.1%,-1%,17%,-1%
Cn1cccc1C(C(=O)NC1CCCCC1)N(C(=O)Cc1cccs1)c1ccc2c(c1)OCO2 (stereo unspecified),4,0%,?,8%,-5%,-21%,-0.4%,12%,-1%,0%

# Some entries already given, reduced to BRCA1 expr up:
Compound | BRCA1 expr up
CC(=O)Nc1cccc(-c2nnc(-c3ccccc3)o2)c1 | 6.3µM*
Cc1cc(CCCCCCCCc2cc(C)cc(=O)o2)oc(=O)c1 | -31%
COc1cc(C(=O)NCCC(C)C)c([N+](=O)[O-])cc1OC | 0%

# Next section.
SMILES,TRPV1 ag,BRCA1 expr up,ELG1 DNA repair,A-T KAP1 phos,PTAP TSG101 blk,a7 integrin act,B2AR arrestin,CXXC DNA block,p53 reactivation,TCR activator
C[C@@H]1CC=C[C@H]2[C@H]1C(=O)N(Cc1ccccc1)[C@H]2c1ccc2ccccc2c1,30,-22%,0%,10%,0%,5%,2.9%,0%,-3%,0%
CCOc1ccccc1C(=O)Nc1cccc(-c2ccc3nncn3n2)c1,0,0%,5%,2%,-6%,9%,0.1%,4%,-1%,4%
CCN(CC(=O)NCc1cccs1)C(=O)c1cc(S(=O)(=O)NCc2ccccc2)ccc1C,-1,-20%,-12%,6%,-2%,5%,-0.5%,·,-1%,4%
Cc1ccccc1NC(=O)C(=O)Nc1ccccc1C,8,?,?,-5%,-2%,?,-0.5%,-3%,13%,-3%
CCOc1ccccc1NC(=O)C(OC(=O)c1ccccc1NS(=O)(=O)c1cccs1)c1ccccc1 (stereo unspecified),5,-41%,1%,4%,-4%,-15%,-0.5%,6%,5%,-2%[46.1 µM]
O=Cc1ccc(-n2cc(C=O)c3ccccc32)cc1,0,4%,3%,3%,-1%,-8%,-0.2%,-4%,-2%,-15%
O=C(COc1ccc(S(=O)(=O)N2CCCC2)cc1)NCC1CCCO1 (stereo unspecified),-1,2%,-2%,7%,-7%,13%,0.4%,-1%,2%,8%
Cc1nnc2n(-c3ccccc3)c(=O)c3c4c(sc3n12)COC(C(C)C)C4 (stereo unspecified),1,-5%,-5%,-2%,-3%,-17%,-0.2%,6%,-1%,0%
CC1CN(S(=O)(=O)c2cccc(C(=O)NNC(=O)C(C)Oc3ccccc3F)c2)CC(C)O1 (stereo unspecified),1,-9%,-3%,6%,-1%,-7%,-0.3%,·,-5%,-13%
Cn1c(=O)c2c(nc(Br)n2CC(=O)C23CC4CC(CC(C4)C2)C3)n(C)c1=O,0,-56%,15µM*,-2%,-5%,-38%,0.2%,-23%,1%,1%
CCOC(=O)C(NC(=O)CC(C)C)(Nc1sc(C)c(CC)c1C#N)C(F)(F)F (stereo unspecified),23,-24%,-3%,-2%,-2%,-18%,-0.4%,35%[activator],-5%,3%[46.1 µM]
COc1cnn(-c2ccc([N+](=O)[O-])cc2)c(=O)c1Cl,·,54%,·,·,0%,-6%,·,·,·,-2%
COc1ccc(S(=O)(=O)N2CCCC(C(=O)NCc3cccnc3)C2)cc1 (stereo unspecified),1,-1%,1%,5%,-9%,16%,-0.2%,26%,-1%,-3%
CCOCCc1nnc(NC(=O)CCC2CCCCC2)s1,6,-4%,12%,-2%,1%,-2%,-0.9%,2%,·,-1%
CN(C)S(=O)(=O)c1ccc(Cl)c(NC(=O)COC(=O)/C=C/c2cnc3ccccc3n2)c1,·,3%,3%,-1%,-1%,24%,0.1%,12%,8%,0%
CC(C)c1ccc(NC(=O)CN(Cc2ccccc2)S(C)(=O)=O)cc1,0,13%,-16%,-4%,-3%,-8%,1.9%,3%,-3%,-3%[46.1 µM]
O=C(CN1c2cccc3cccc(c23)S1(=O)=O)NCc1ccc2c(c1)OCO2,6,5%,?,1%,1%,26%,-3.5%,-1%,-7%,-1%
